WRN helicase inh: blocks human WRN helicase; WRN helicase unwinding, fluorescent forked duplex, kinetic; AID 651768; Q14191; 0.46% of 360,000 active; Potency, µM (series often up to 114 µM), inactives show at the top dose activity change, negative = inhibition, usual class: inhibitors; note: potency is the fitted concentration of half-maximal effect; % is set by controls: 0 for no effect and ±100 for the full control effect; nearly all actives have a fitted effect of over 55% in size
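Enzyme (20 nM final) and test compound sit together 15 min at room temperature before substrate addition. Substrate is a single-forked duplex oligonucleotide (100 nM) labelled with fluorophore and quencher, with 2 mM ATP; helicase unwinding raises red fluorescence, read kinetically.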
PI5P4K alpha inh: blocks human PI5P4K alpha kinase activity. P48426. PI5P4Kalpha enzyme, ADP-Glo luminescence, 60 min; active compounds read low. max response, %. 1.2% of 330,000 active. AID 652105; active = max response of -50% or lower; inconclusive = between -30% and -50%; inactive = -30% or higher; note: value at the top dose of about 77 µM; % is set by controls: 0 for no effect and ±100 for the full control effect
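Quantitative HTS of the MLSMR library against PI5P4Kalpha with substrate. ATP added last at 5 microM final; room temperature, 60 minutes. Remaining ATP depleted, ADP converted and read as luminescence.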
EPAC2 antag: antagonists of human EPAC2; Q8WZA2; EPAC2 GEF exchange of Rap1B-BODIPY-GDP, fluorescence; Potency, µM (series often up to 114 µM), for inactives: at the highest dose activity, negative = inhibition, hits mostly inhibitors; 0.18% of 360,000 active; AID 720708; note: potency is the fitted concentration of half-maximal effect; % is set by controls: 0 for no effect and ±100 for the full control effect; nearly all actives have a fitted effect of over 45% in size; many of its hits are not listed in these tables
Mm-Cpn inhibitor: blocks the Methanococcus maripaludis chaperonin Mm-Cpn; AID 504842; purified Mm-Cpn ATPase, ADP Transcreener TR-FRET; 0.031% of 330,000 active; Potency, µM (titrated, usually from 76.9 µM), for the others: top-dose activity, negative = inhibition, actives largely listed as inhibitors; note: potency is the fitted concentration of half-maximal effect; % is set by controls: 0 for no effect and ±100 for the full control effect; nearly all actives have a fitted effect of over 80% in size
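Compound-treated chaperonin, 25 nM final, turns over 10 uM ATP at 37°C for 30 min following a 10 min preincubation; ADP generated competes with ADP-d2 for Eu-cryptate antibody, lowering FRET.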
CCT chaperon mod: changes cytosolic chaperonin activity | purified chaperonin ATPase assay, HTRF ADP detection, 30 min | activity change, % (concentration not given with the values), hits read low | 0.3% of 360,000 active | AID 651819; in the data active = activity change below about -30%; note: % is set by controls: 0 for no effect and ±100 for the full control effect
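Nucleotide hydrolysis assay: TRiC at 20–40 nM final (set by batch activity) with 10 uM ATP, 30 min at 37 °C, in presence of 76 uM compound. Detection by competitive ADP HTRF, 30 min ambient.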
EPAC1 antag: EPAC1 (human) antagonism | EPAC1 GEF assay, Rap1b-BODIPY-GDP exchange fluorescence | Potency, µM (titrated, usually from 115 µM), for inactives: at the top dose activity change, negative = inhibition, actives largely listed as inhibitors | 0.14% of 360,000 active;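 note: potency is the fitted concentration of half-maximal effect; plate controls were vehicle for no effect and positive control for full effect; nearly all actives have a fitted effect of over 50% in size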
Target sequence (O95398 whole entry, looked up): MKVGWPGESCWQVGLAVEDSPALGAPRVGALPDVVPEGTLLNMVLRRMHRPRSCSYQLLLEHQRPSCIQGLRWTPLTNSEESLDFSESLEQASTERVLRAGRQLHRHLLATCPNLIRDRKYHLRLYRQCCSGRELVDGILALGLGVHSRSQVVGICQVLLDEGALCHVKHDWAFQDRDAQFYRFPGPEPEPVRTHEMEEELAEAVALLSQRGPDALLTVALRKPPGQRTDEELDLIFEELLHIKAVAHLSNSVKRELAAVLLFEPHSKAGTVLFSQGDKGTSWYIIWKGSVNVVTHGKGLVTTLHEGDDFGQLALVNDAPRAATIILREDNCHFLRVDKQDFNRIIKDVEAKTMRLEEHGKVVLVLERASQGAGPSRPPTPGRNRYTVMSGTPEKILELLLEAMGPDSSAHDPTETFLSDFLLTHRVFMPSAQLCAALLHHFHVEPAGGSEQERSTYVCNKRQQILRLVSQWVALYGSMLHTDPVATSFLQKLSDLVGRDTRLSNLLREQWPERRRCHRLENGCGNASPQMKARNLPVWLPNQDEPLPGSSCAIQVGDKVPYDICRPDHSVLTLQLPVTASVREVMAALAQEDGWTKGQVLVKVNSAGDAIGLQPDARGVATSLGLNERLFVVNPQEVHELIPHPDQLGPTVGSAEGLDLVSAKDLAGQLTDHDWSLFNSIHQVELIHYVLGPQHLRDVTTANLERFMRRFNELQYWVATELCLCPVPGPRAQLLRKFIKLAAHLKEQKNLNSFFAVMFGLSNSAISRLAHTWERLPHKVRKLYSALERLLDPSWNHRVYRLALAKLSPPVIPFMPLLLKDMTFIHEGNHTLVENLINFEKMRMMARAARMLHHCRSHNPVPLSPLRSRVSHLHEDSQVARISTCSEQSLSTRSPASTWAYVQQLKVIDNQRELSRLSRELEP
PLK1 PBD inh: PLK1 (human) polo-box domain binding inhibition | P53350 | Potency, µM, for the others: max response, negative = inhibition, actives largely listed as inhibitors | 2.8% of 360,000 active | Plk1 PBD binding of FITC phosphopeptide, fluorescence polarization | AID 720504; note: potency is the fitted concentration of half-maximal effect; series mostly up to about 57 µM; % is set by controls: 0 for no effect and ±100 for the full control effect; nearly all actives have a fitted effect of over 65% in size
EPAC1 agonist: agonists of human EPAC1. AID 720707. EPAC1 agonist qHTS, biochemical assay; response scale: 100% = response to 6.5 mM cAMP. 0.073% of 360,000 active. Potency, µM (series often up to 154 µM), without a hit: top-dose activation, actives largely listed as activators. O95398; note: potency is the fitted concentration of half-maximal effect; nearly all actives have a fitted effect of over 60% in size
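EPAC1 100 nM, Rap1B–BODIPY-GDP 250 nM, unlabeled GDP 50 uM; compound titration; 5 min RT; kinetic read ex480/em540 at 5-min intervals ×30 min; data normalized to 6.5 mM cAMP agonist control.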
* = called active by the depositor; u = inconclusive; x = no result given. Unless noted, calls come from the whole dose curve; as a rule, active = well fitted curve in the direction sought with a large enough effect; inconclusive = small, poorly fitted or top-dose-only effect, or another doubt; inactive = no such curve, though single readings can be large; an effect the other way counts as inactive or inconclusive.

SMILES	WRN helicase inh	PI5P4K alpha inh	EPAC2 antag	Mm-Cpn inhibitor	CCT chaperon mod	EPAC1 antag	PLK1 PBD inh	EPAC1 agonist
O=C(Nc1ccccc1C(=O)N1CCOCC1)c1ccc([N+](=O)[O-])cc1	-2%	2	2%	3%	-1.6	-10%	-4%	1%
Nc1ccc(Oc2c(Cl)cccc2Cl)nc1	-1%	0	-9%	1%	2.8	11%	3%	3%
N#CCCN=C(NS(=O)(=O)c1ccccc1)c1ccccc1	-6%	-1	-1%	-1%	-0.5	-2%	-5%	5%
CC1=C(C(=O)OC(C)C)C(c2cccc([N+](=O)[O-])c2)n2c(cc(=O)[nH]c2=S)N1 (stereo not given)	-30%	u	2%	0%	-3.7	-8%	-23%	3%
NC(=O)c1ccc[n+](CC(=O)c2ccc(Br)cc2)c1	9%	-5	0%	-1%	0.7	9%	4%	-12%
Cc1ccc(SCC(=O)OCC(=O)N(CCC#N)c2ccccc2)cc1	-2%	4	-7%	0%	-0.6	3%	-10%	12%
Cc1ccc(S(=O)(=O)N(C)CCCC(=O)N2CCCCC2)cc1	5%	0	18%	0%	-0.6	-12%	-2%	-7%
COc1ccc(S(=O)(=O)N2C3CCC2CC(NC(=O)C2CC2)C3)cc1 (stereo not given)	4%	-3	1%	0%	0.2	-4%	-20%	-5%
Cc1ccc(S(=O)(=O)n2nc(OC(=O)c3ccccc3F)cc2N)cc1	10%	3	-4%	4%	-5.5	12%	u	1%
CCOc1ccc2oc(C(=O)OCC(=O)NCC3CCCO3)c(C)c2c1 (stereo not given)	-22%	-8	2%	-1%	-4.2	-5%	-1%	-6%
O=[N+]([O-])c1cccc(-c2nnc(-c3ccccc3)o2)c1	8%	-2	0%	0%	-2.2	-1%	-8%	-7%
COc1cccc(CNC(=S)Nc2ccc3c(c2)c(=O)n(C)n3Cc2csc(C)n2)c1	-9%	-2	2%	x	0.4	-3%	-16%	-7%
COc1ccc(N(C(=O)c2snc(C(N)=O)c2N)C(C(=O)NC2CCCC2)c2ccco2)cc1 (stereo not given)	-1%	3	-20%	-8%	-4.7	-9%	1%	0%
CCN1CCc2c(C#N)c(N3CCCCC3)nc(NCc3ccccc3)c2C1	-6%	-4	0%	x	-0.7	3%	-4%	11%
CC(=O)NCCNc1nc(NCc2ccccc2)nc2ccsc12	-6%	5	6%	x	1.9	1%	-5%	5%
COc1n[nH]c(C(=O)Nc2cc(Cl)ccc2Cl)c1[N+](=O)[O-]	-5%	-13	-3%	1%	-0.5	-6%	-16%	3%
COc1cccc(-n2nc(C(C)=O)c(C#N)c2-c2ccco2)c1	4%	1	-2%	1%	-0.6	8%	-6%	-7%
Cc1ccc(OCCn2cnc3c(N)ncnc32)cc1	1%	9	-2%	1%	1.0	0%	1%	3%
CCOC(=O)c1ccccc1-c1csc(NS(=O)(=O)c2ccc(Cl)cc2)n1	2%	-4	-6%	-6%	0.6	79µM*	u	-1%
CC(Oc1ccccc1)C(=O)Nc1ccc(S(=O)(=O)N2CCCC2)cc1 (stereo not given)	-25%	-5	1%	1%	0.1	-16%	-5%	2%

Copied from the list.
Under WRN helicase inh, `COc1ccc(S(=O)(=O)N2C3CCC2CC(NC(=O)C2CC2)C3)cc1` (stereo not given) has the entry 4%
Under EPAC2 antag, `Cc1ccc(S(=O)(=O)n2nc(OC(=O)c3ccccc3F)cc2N)cc1` has the entry -4%
Under EPAC2 antag, `COc1cccc(CNC(=S)Nc2ccc3c(c2)c(=O)n(C)n3Cc2csc(C)n2)c1` has the entry 2%

Continuation:
SMILES	WRN helicase inh	PI5P4K alpha inh	EPAC2 antag	Mm-Cpn inhibitor	CCT chaperon mod	EPAC1 antag	PLK1 PBD inh	EPAC1 agonist
COc1cc([C@@H]2CC=C(C(=O)O)[C@H](c3ccccc3)N2S(=O)(=O)c2ccc(C)cc2)cc(OC)c1OC	0%	36	10%	2%	-2.5	2%	-3%	-3%
CN(Cc1c(F)cccc1Cl)C(=O)c1ccc(NC(=O)CC2SC(N3CCCC3)=NC2=O)cc1 (stereo not given)	11%	-9	-3%	u	-3.3	9%	-9%	8%
COc1ccc(/C=C/c2ccc(=O)n(Cc3ccccc3)n2)cc1	-15%	-51*	-20%	-1%	-1.0	-23%	12µM*	19%
CC(C)N(Cc1nc(-c2ccc(Cl)cc2)no1)C(=O)CCCN1C(=O)c2ccccc2C1=O	-2%	11	4%	-3%	-1.0	-22%	-16%	18%
COc1ccc(CNC(=O)CCc2cc(OC)c(OC)c(OC)c2)cc1	-11%	1	2%	2%	1.6	5%	-7%	9%
CC1CCN(C(=O)CN(C)S(=O)(=O)c2cccc3nsnc23)CC1	0%	x	0%	1%	-1.5	-2%	1%	5%
CC(C)C[C@H](NC(=O)c1nc[nH]c1C(=O)NCCCCCN)C(=O)OCc1ccccc1	8%	3	7%	-2%	-1.5	16%	-4%	-24%
COC(=O)c1sccc1NC(=O)/C=C/c1ccc(Cl)cc1Cl	-22%	11	0%	-3%	-2.1	12%	-9%	-3%
N#Cc1nc(COc2cccc(Cl)c2)oc1NCc1ccncc1	-8%	-4	-8%	-2%	-2.6	2%	-15%	2%
O=C(C1CCC1)N1CCN(c2ccccc2)CC1	22%	5	15%	0%	-0.6	10%	1%	0%
C[C@H]1CN([C@@H](C)CO)C(=O)CCCn2nncc2CO[C@@H]1CN(C)Cc1cccc(C(=O)O)c1	-3%	1	8%	x	1.1	9%	-6%	6%
COc1ccc(/C=C/CN2CCC(CO)(Cc3ccccc3Cl)CC2)cc1	-8%	10	-4%	-2%	-4.0	-5%	-3%	0%
COC(=O)Cn1c(=O)c2c(nc3n2CC(C)CN3c2ccc(C)c(C)c2)n(C)c1=O (stereo not given)	-3%	5	7%	3%	0.3	-11%	1%	-4%
C(=C\c1nc(N2CCCC2)c2ccccc2n1)/c1ccccc1	-4%	-1	5%	-1%	1.9	-18%	3%	6%
O=C(c1cc(COc2ccc3ncccc3c2)on1)N1CCC(O)CC1	-16%	2	4%	-1%	-1.3	-17%	-15%	2%
S=C(Nc1ccccc1)N1CCc2ccccc21	-3%	0	-12%	-3%	-0.4	-15%	-16%	4%
CCOC(=O)C1CCCN(Cc2ccc(-c3ccccc3)cc2)C1 (stereo not given)	4%	1	-12%	0%	1.4	11%	-5%	-9%
COC(=O)c1cnn(-c2nc3c(C)cccc3s2)c1C	-4%	0	3%	-11%	-1.8	-7%	-9%	6%
CC(=O)Nc1ccc(S(=O)(=O)NCCC(=O)N2CCCCC2)cc1	2%	6	-2%	-2%	0.5	-16%	-11%	3%
Cc1cc(C(=O)N2CCCC(N3CCN(c4ccccc4C)CC3)C2)nc(C)n1 (stereo not given)	-17%	5	-2%	-1%	0.5	-2%	-3%	2%

Of the compounds above, 4 contain a nitro group on carbon.
SMILES	WRN helicase inh	PI5P4K alpha inh	EPAC2 antag	Mm-Cpn inhibitor	CCT chaperon mod	EPAC1 antag	PLK1 PBD inh	EPAC1 agonist
O=C(Nc1ccccc1C(=O)N1CCOCC1)c1ccc([N+](=O)[O-])cc1	-2%	2	2%	3%	-1.6	-10%	-4%	1%
CC1=C(C(=O)OC(C)C)C(c2cccc([N+](=O)[O-])c2)n2c(cc(=O)[nH]c2=S)N1 (stereo not given)	-30%	u	2%	0%	-3.7	-8%	-23%	3%
O=[N+]([O-])c1cccc(-c2nnc(-c3ccccc3)o2)c1	8%	-2	0%	0%	-2.2	-1%	-8%	-7%
COc1n[nH]c(C(=O)Nc2cc(Cl)ccc2Cl)c1[N+](=O)[O-]	-5%	-13	-3%	1%	-0.5	-6%	-16%	3%

(further entries)
SMILES	WRN helicase inh	PI5P4K alpha inh	EPAC2 antag	Mm-Cpn inhibitor	CCT chaperon mod	EPAC1 antag	PLK1 PBD inh	EPAC1 agonist
Cc1cc(NC(=O)C2CCCCC2C(=O)O)ccc1NC(=O)c1ccccc1 (stereo not given)	-8%	0	15%	-19%	1.3	12%	-1%	9%
Cc1ccc(-c2nnc(N3CCC(C)CC3)c3ccccc23)cc1C	-10%	0	-32%	-2%	-43*	-4%	-10%	12%
COc1ccc(S(=O)(=O)N2CCCCC2)cc1NC(=O)c1ccc2c(c1)OCO2	-26%	-2	-1%	0%	-1.4	-11%	-1%	-1%
O=C(COC(=O)/C=C/c1cccc(F)c1)NCc1ccc2c(c1)OCO2	8%	-3	-6%	x	-0.3	2%	-1%	11%
Cc1cc(C)c(NC(=O)c2cn3c4c(c(N5CCN(C)CC5)c(F)cc4c2=O)OCC3C)c(C)c1 (stereo not given)	5%	2	-14%	-1%	0.6	-21%	-4%	-4%
COc1cc2c(cc1NC(=O)c1cc(-c3ccncc3)nc3ccccc13)oc1ccccc12	-8%	-11	14%	-1%	2.8	1%	5%	-9%
COc1cccc(NC(=O)c2ocnc2C)c1	-8%	-15	-4%	-3%	-5.7	-27%	-17%	13%
Cc1noc(C)c1S(=O)(=O)N(CC(=O)NCCc1ccccc1)c1ccc(C(C)C)cc1	-6%	5	-18%	-1%	1.6	-3%	-3%	7%
N#Cc1ccsc1NC(=O)c1cccc([N+](=O)[O-])c1	u	-27	-2%	1%	-2.9	-8%	-17%	10%
COc1ccc(C(=O)N/N=C2\CCc3ccccc32)cc1OC	2%	1	-8%	-2%	-1.9	0%	11%	8%
O=C(c1ccc([N+](=O)[O-])cc1)N1CCC(n2nnc3cc(F)ccc32)CC1	2%	-3	0%	2%	0.5	-9%	2%	0%
O=C(N/C(=C\c1ccccc1)C(=O)N1CCOCC1)c1ccccc1Cl	3%	2	-6%	2%	-1.7	15%	1%	16%
CCn1c(SCC(=O)Nc2ccc(S(N)(=O)=O)cc2)nnc1-c1ccccc1OC	1%	1	-2%	-1%	-1.1	19%	-7%	12%
COCCCNc1ccn2nc(-c3ccc(CC(C)C)cc3)cc2n1	-10%	40	-27%	x	-0.5	u	-1%	-22%
Cc1ccc(-c2[nH]c3cc(C(N)=O)ccc3c(=O)c2O)cc1	-6%	-19	-4%	-6%	0.5	-6%	-2%	-2%
O=C(NCc1ccccc1)c1ccc[n+]([O-])c1	4%	-1	-10%	-4%	-1.0	5%	2%	-1%
CC(=O)Nc1ccccc1OCc1nnc(-c2ccccc2Cl)o1	-18%	0	14%	1%	-4.2	-4%	-2%	-7%

The list is partial. The share of hits here may be higher or lower than overall.
